B2AR arrestin: recruits beta-arrestin to the human beta2-adrenergic receptor. actives 0.02% (n = 330,000). Potency, µM (doses to about 46.1 µM), inactives show at the highest dose activation, usual class: activators. beta-arrestin recruitment to beta2AR, cell-based reporter. P07550;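 note: potency is the fitted concentration of half-maximal effect; 0% = DMSO controls and full agonism = EC100 isoproterenol or metaproterenol; nearly all actives have a fitted effect of over 65% in size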
FBPA coupling cs: inhibits coupling enzyme system, counter-screen for aldolase hits; actives 0.67% (n = 290,000); activity change, negative = inhibition, % at 58.2 µM, hits read low; coupling enzyme system counterscreen, AmpLite Red fluorescence; in the data active = activity change below about -30%
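Coupling enzymes only (glyceraldehyde-3-phosphate) + compound, at 57.5 uM final, 10 min RT; add substrate/coupling/AmpLite Red mix, 20 min RT; fluorescence ex 525/em 598 nm. Actives flag coupling-system interference.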
PKM2 activator: increases activity of human pyruvate kinase M2. Potency, µM (doses to about 57.5 µM), for inactives: at the top dose activation, usual class: activators. purified PKM2, Kinase-Glo ATP luminescence, activation; response scale: 0% is enzyme alone, no compound. actives 0.34% (n = 260,000); note: potency is the fitted concentration of half-maximal effect; nearly all actives have a fitted effect of over 55% in size
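Purified hPK-M2 (>95%) run at intermediate activity with 0.1 mM ADP and 0.5 mM PEP in 50 mM imidazole pH 7.2, KCl, MgCl2; 1 h room temperature. ATP formed read by Kinase-Glo luminescence; normalized to uninhibited and no-enzyme controls.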
USP2a block: inhibitors of human ubiquitin-specific protease USP2a | Potency, µM (series often up to 38.3 µM), for the others: top-dose activity change, negative = inhibition, actives largely listed as inhibitors | USP2 core, Ub-CHOP2 coupled fluorogenic reporter, 485/531 | AID 463254 | O75604 | actives 0.01% (n = 330,000);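 note: potency is the fitted concentration of half-maximal effect; plate controls were DMSO wells for no effect and full inhibition by NEM control for full effect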
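USP2 core (10nM final) preincubated 30min RT with compound in 20mM Tris-HCl pH 8.0, 2mM CaCl2, 2mM beta-mercaptoethanol, 0.05% CHAPS; 25nM Ub-CHOP2 plus 25nM reporter substrate added, fluorescence (Ex485/Em531) read after 60min.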
GALK inhibitor: blocks human galactokinase activity; Purified GALK, Kinase-Glo residual ATP luminescence; P51570; AID 1868; Potency, µM (titrated, usually from 57.5 µM), without a hit: at the highest dose activity change, negative = inhibition, hits mostly inhibitors; actives 0.007% (n = 270,000); note: potency is the fitted concentration of half-maximal effect
Target sequence (P51570 whole entry, looked up): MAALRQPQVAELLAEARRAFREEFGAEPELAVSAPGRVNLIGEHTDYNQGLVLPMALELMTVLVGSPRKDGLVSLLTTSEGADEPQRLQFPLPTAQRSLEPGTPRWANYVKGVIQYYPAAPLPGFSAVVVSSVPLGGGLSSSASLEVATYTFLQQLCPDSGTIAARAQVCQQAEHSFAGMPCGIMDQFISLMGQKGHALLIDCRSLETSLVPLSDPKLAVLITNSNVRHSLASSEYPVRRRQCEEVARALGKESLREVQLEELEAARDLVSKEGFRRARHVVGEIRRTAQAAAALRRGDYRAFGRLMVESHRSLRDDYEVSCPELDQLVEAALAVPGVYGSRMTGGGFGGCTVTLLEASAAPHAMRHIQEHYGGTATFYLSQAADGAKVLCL
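Compounds were pin-transferred into ATP buffer (35 uM final), then GALK plus galactose (5 nM, 100 uM final) was added. After 1 h at room temperature, Kinase-Glo Plus was added and luminescence read after 10 min.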
Eya2 phos inh: inhibitors of human Eya2 phosphatase activity | O00167 | recombinant Eya2, OMFP fluorescence dephosphorylation (OMFP is methylfluorescein phosphate) | Potency, µM (highest dose often 76.9 µM), inactives show at the highest dose activity, negative = inhibition, hits mostly inhibitors | actives 0.006% (n = 330,000) | AID 488837; note: potency is the fitted concentration of half-maximal effect
Target sequence (O00167 whole entry, looked up): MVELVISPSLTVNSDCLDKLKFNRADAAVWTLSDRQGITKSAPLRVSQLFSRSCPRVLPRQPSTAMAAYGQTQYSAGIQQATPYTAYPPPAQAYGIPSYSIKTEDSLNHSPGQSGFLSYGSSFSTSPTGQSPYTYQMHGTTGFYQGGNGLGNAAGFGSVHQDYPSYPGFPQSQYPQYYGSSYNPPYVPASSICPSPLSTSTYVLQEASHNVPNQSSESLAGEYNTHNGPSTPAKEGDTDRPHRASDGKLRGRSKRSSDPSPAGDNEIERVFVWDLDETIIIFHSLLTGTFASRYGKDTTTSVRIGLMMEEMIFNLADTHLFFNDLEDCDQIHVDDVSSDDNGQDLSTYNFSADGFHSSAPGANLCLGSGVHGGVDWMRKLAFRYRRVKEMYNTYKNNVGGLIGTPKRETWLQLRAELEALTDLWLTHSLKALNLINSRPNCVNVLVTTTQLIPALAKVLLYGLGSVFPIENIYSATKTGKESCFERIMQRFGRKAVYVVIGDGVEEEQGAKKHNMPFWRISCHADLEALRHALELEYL
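Eya2 protein (added as 0.2 uM solution) was preincubated with compound for 10 min at ambient temperature in 50 mM HEPES pH 7.5, 50 mM NaCl, 5 uM MgCl2, 0.05% BSA, 1 mM DTT. OMFP (added at 50 uM) then reacted 10 min; fluorescence read at 485/525 nm.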
KCNH2 WT inh: inhibitors of human wildtype KCNH2 potassium channel. AID 720551. Q12809. U2OS, BacMam KCNH2, thallium flux FluxOr; stronger effect = lower value. actives 0.37% (n = 340,000). activity change, % at 1.84 µM;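 active = maximum activity change below -70%; inconclusive = maximum activity change between -70% and -50%; inactive = maximum activity change above -50%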
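U2OS cells transduced with wild-type KCNH2 virus are loaded with FluxOr dye for 45 min, and thallium flux is measured in kinetic reads before and after stimulation buffer. Rate constants are normalized to DMSO controls.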
KCNH2 3.1 block: blocks the human KCNH2 3.1 channel isoform; U2OS KCNH2 3.1, thallium flux FluxOr; stronger effect = lower value; activity change, % (tested at about 1.8 µM); actives 0.95% (n = 340,000); AID 720553;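 active = maximum activity change below -70%; inconclusive = maximum activity change from -70% to -50%; inactive = maximum activity change above -50%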;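 note: thallium influx rate constant from kinetic fluorescence after stimulation buffer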
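Normalized rate constant (relative to positive and negative DMSO controls) derived from a 2 min kinetic fluorescence read after stimulation; U2OS cells expressing the 3.1 isoform via virus at 1.77 x 10^8 /mL.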
uPA generation: blocks generation of uPA at the cell surface; cell surface uPA generation assay, qHTS; Potency, µM (series often up to 38.3 µM), inactives show at the top dose activity change, negative = inhibition, usual class: inhibitors; actives 0.31% (n = 330,000); AID 540303; active = well fitted inhibition curve with a large enough effect; inconclusive = small, poorly fitted or top-dose-only effect; inactive = no such curve, though single readings can be large or run the other way; tested in mouse RAW 264.7 cells; note: potency is the fitted concentration of half-maximal effect; nearly all actives have a fitted effect of over 55% in size
Giardia kill: kills Giardia lamblia; Giardia lamblia trophozoite viability; activity change, % at 7.66 µM, hits read low; actives 0.15% (n = 340,000); AID 540267; in the data active = activity change below about -80%; inconclusive = between about -30% and that limit;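 note: parasites exposed to compound for two days anaerobically before the ATP read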
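Media and compound were dispensed first, then trophozoites at 100 cells/well; plates sat 48 hrs at 37 deg C without oxygen before ATP luminescence reagent was added and read after 15-30 min at room temperature.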
BCR signal inh: chronic active BCR signaling inhibition | ABC-DLBCL IkBa-CBG/CBR reporter, luminescence ratio, 4 h | Potency, µM (doses to about 46.1 µM), for inactives: at the highest dose ratio change, negative = lower green/red ratio, actives largely listed as inhibitors | actives 0.05% (n = 340,000); active = well fitted inhibition curve with a large enough effect in the signal ratio, with a control signal flat, not every such curve was filed as active; inconclusive = small, poorly fitted or top-dose-only effect, or effect the other way, or a change in a side signal; the % refers to the signal ratio;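 note: potency is the fitted concentration of half-maximal effect; plate controls were basal doxycycline-induced cells for no effect and cells given 10 µM MG132 for full effect; MG132 reads +100%, hits lower the ratio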
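Doxycycline induced both beetle luciferases in TMD8 lymphoma cells; IKK-driven degradation limits the IkappaBalpha-fused green signal, while red luminescence normalises for cell number and nonspecific effects. Compounds tested up to 46 uM, 4 hrs.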
The depositor's hits bear a star; ? = inconclusive; nt = not tested or not shown; [ ] = another dose, or the depositor's remark. Unless noted, calls come from the whole dose curve; as a rule, active = well fitted curve in the direction sought with a large enough effect; inconclusive = small, poorly fitted or top-dose-only effect, or another doubt; inactive = no such curve, though single readings can be large; an effect the other way counts as inactive or inconclusive. Unless noted, % is set by controls: 0 for no effect and ±100 for the full control effect.

SMILES	B2AR arrestin	FBPA coupling cs	PKM2 activator	USP2a block	GALK inhibitor	Eya2 phos inh	KCNH2 WT inh	KCNH2 3.1 block	uPA generation	Giardia kill	BCR signal inh
O=C(CSc1nc(-c2ccco2)cc(C(F)(F)F)n1)NC1CCCC1	-0.5%	4.5	-10.5%	-3.2%	3.5%	0.9%	2.8	-11.6	15.9%	11.8	-0.4%
O=C(O)CC(NC(=O)Cc1ccccc1)c1cc([N+](=O)[O-])ccc1Cl (configuration not stated)	0.1%	3.7	-1.9%	2.5%	-1.8%	6.9%	-13.7	-10.3	3.3%	-23.8	3.4%
CNC(=O)C1CCN(S(=O)(=O)c2c(C)noc2/C=C/c2cccc(C)c2)CC1	0.2%	0.3	nt	-0.2%	0.1%	1.0%	4.6	-0.9	6.7%	14.2	0.3%
CS(=O)(=O)N1CCC(Oc2ccccc2C(=O)N2CCNC(=O)C2)CC1	-0.4%	4.9	16.4%	0.8%	1.6%	-10.3%	16.7	7.6	4.2%	-6.8	-14.8%
CCCCCCOC(=O)C1=C(C)NC(=O)NC1c1ccc(O)cc1 (configuration not stated)	-0.2%	1.4	19.7%	-6.2%	2.4%	-0.1%	-3.5	26.3	1.8%	-2.1	-9.8%
O=C(OCC(=O)N1CCCCC1)c1cc2ccccc2cc1O	3.2%	1.7	-6.8%	?	4.6%	-5.3%	-27.9	-2.5	-0.8%	5.9	?
Cc1ccc(Cn2c(=O)c3c(nc4n3CCN4Cc3ccco3)n(C)c2=O)cc1	-0.3%	0.4	10.4%	-4.0%	-2.3%	-9.7%	-6.6	-0.4	-2.8%	?	-75.6%
COc1cc(Cl)c(CN2CCCC(CO)(Cc3ccccc3F)C2)cc1OC (configuration not stated)	0.0%	-0.8	1.7%	-1.5%	0.0%	-2.1%	23.7	-31.8	3.2%	-12.9	2.4%
Cn1c(=O)n(C)c2cc(S(=O)(=O)NCCc3ccccc3)ccc21	-0.3%	3.0	29.7%	-0.1%	4.6%	-6.9%	4.4	-3.1	0.0%	1.9	-1.6%
CCOc1cc(CNc2ccccc2)cc(Br)c1OCc1ccc(F)cc1	-1.3%	-6.6	-13.1%	-8.1%	-1.4%	-10.0%	3.4	-3.4	2.9%	-1.5	?
CC(C)CC(OC(=O)c1ccc(Cl)nc1)C(=O)NC1CCCC1 (configuration not stated)	-0.3%	0.5	2.7%	2.2%	-3.1%	-8.5%	-2.2	4.3	2.8%	14.3	9.4%
O=C(CSc1ccc([N+](=O)[O-])cc1)Nc1cccc(S(=O)(=O)N2CCOCC2)c1	-0.1%	nt	nt	4.0%	nt	2.2%	-4.1	-28.6	-4.6%	-14.6	-6.7%
Cc1cc(C(=O)OCn2nnc3ccccc3c2=O)c(C)o1	-0.9%	1.9	4.7%	0.0%	3.3%	-0.7%	5.0	13.2	0.0%	-2.0	-10.0%
CCCCCn1nc(C)c(/C=N/NC(=O)c2ccoc2C)c1C	0.1%	2.1	-22.1%	2.3%	2.9%	1.3%	-4.3	-6.6	-10.7%	1.9	?
N#CC1(c2ccccc2)CCCN1C(=O)c1ccccc1Br (configuration not stated)	-0.9%	0.7	0.0%	1.8%	4.6%	-13.5%	-5.6	-17.1	-2.0%	-23.0	0.0%

Reprinted from the part before: 2 entries, followed by the next part.
SMILES	B2AR arrestin	FBPA coupling cs	PKM2 activator	USP2a block	GALK inhibitor	Eya2 phos inh	KCNH2 WT inh	KCNH2 3.1 block	uPA generation	Giardia kill	BCR signal inh
CCCCCn1nc(C)c(/C=N/NC(=O)c2ccoc2C)c1C	0.1%	2.1	-22.1%	2.3%	2.9%	1.3%	-4.3	-6.6	-10.7%	1.9	?
N#CC1(c2ccccc2)CCCN1C(=O)c1ccccc1Br (configuration not stated)	-0.9%	0.7	0.0%	1.8%	4.6%	-13.5%	-5.6	-17.1	-2.0%	-23.0	0.0%
CCOC(=O)c1ccccc1NC(=O)C1CC(=O)N(C2CCCCC2)C1 (configuration not stated)	-0.9%	nt	2.5%	-6.5%	-2.2%	-17.5%	22.7	10.0	8.1%	0.8	-25.3%
S=c1[nH]nc(Cc2cccc3ccccc23)n1-c1ccccc1	-0.1%	-5.6	-1.1%	2.3%	-2.8%	-2.3%	-3.5	11.2	2.8%	7.3	?
Cc1nc2cc(NCc3cccs3)ccc2n1C	-0.1%	-0.7	1.5%	0.5%	5.1%	3.2%	-11.9	6.4	2.5%	-8.4	?
Cc1nn(-c2ccccc2)c(NC(=O)c2cccs2)c(-c2ccc(Cl)cc2)c1=O	0.0%	7.4	8.1%	0.3%	2.7%	5.5%	10.5	6.9	3.5%	0.6	1.8%
COc1cccc(-c2nc(CS(=O)(=O)CC(=O)NCCc3ccc(C)cc3)c(C)o2)c1	-1.0%	-0.2	nt	-4.7%	-2.9%	6.5%	0.5	-21.1	1.5%	-0.3	-11.1%
Cc1ccccc1OCc1nc2ccccc2c(=O)n1/N=C/c1cccc([N+](=O)[O-])c1	3.2%	3.3	13.4%	-2.2%	5.1%	2.2%	-6.5	-9.9	2.4%	-0.8	?
Cc1ccc(/C=C2\CCC(C3CCCC3)C2=O)cc1 (configuration not stated)	-0.9%	6.6	-1.8%	2.9%	nt	3.0%	-5.7	-1.2	1.4%	-20.7	?
NC(=O)C1(c2ccccc2)CCCN1C(=O)c1ccc(Br)cc1 (configuration not stated)	0.4%	1.3	-1.1%	-0.4%	0.3%	4.9%	2.9	-5.3	-6.5%	19.1	2.0%
COc1ccc(S(=O)(=O)n2oc(=O)cc2-c2ccccc2)cc1OC	0.4%	-1.2	14.1%	3.9%	0.4%	-5.5%	10.7	0.0	-3.0%	-22.2	?
O=C(NCc1ccco1)c1cc2n(n1)C(C(F)(F)F)CC(c1ccc(F)cc1)N2 (configuration not stated)	-0.1%	0.6	-20.4%	0.4%	-2.2%	-14.4%	4.4	-16.1	-2.4%	-29.6	13.0%
CC(=O)NC(C1C(=O)CC(C)(C)CC1=O)(C(F)(F)F)C(F)(F)F	-0.4%	-2.7	-19.0%	2.4%	0.5%	9.0%	1.1	-8.4	2.3%	-0.8	-0.6%
O=C1N(Cc2cccc(Cl)c2)C[C@@H]2C[C@@H](c3ccsc3)N3CCC[C@@]123	0.2%	0.7	3.9%	0.2%	2.1%	-5.4%	41.2	9.9	6.1%	16.4	-7.2%
Cc1cnc(C(=O)OCC(=O)Nc2ccc3c(c2)OCCO3)cn1	-0.6%	nt	nt	0.0%	nt	3.7%	2.7	-15.7	30.9%[activator]	-14.4	-5.3%
Cc1ccc2nsnc2c1NC(=O)CCc1ccccc1	-1.8%	-1.0	2.9%	-0.6%	-1.6%	-0.8%	3.5	-0.7	-0.5%	4.9	6.2%
CCCn1nc(NC(=O)c2cccs2)c2cc3cc(OC)ccc3nc21	-0.7%	-20.8	7.4%	-2.4%	-1.8%	-38.5%	-0.8	-11.8	3.4%	-11.2	?
C/C(CC(=O)NC1CCCCC1)=N\NC(=O)c1ccccc1C	0.2%	0.1	nt	-0.4%	-1.6%	-17.8%	9.8	14.1	0.4%	-3.4	?
Cc1[nH]nc(N2CCCCC2)c1[N+](=O)[O-]	nt	-0.4	0.0%	nt	-1.1%	nt	-3.8	1.5	0.9%	-10.4	nt
O=C(CCC(=O)Nc1ccc(Cl)cc1)N/N=C/c1ccc2c(c1)OCO2	0.1%	nt	2.7%	-5.4%	-5.2%	-7.3%	-14.7	0.8	3.7%	-0.2	?
O=C(CNC(=O)C1CCCCC1)OCn1nnc2ccccc2c1=O	-0.1%	2.6	0.4%	0.5%	0.3%	-5.7%	2.4	-0.3	4.9%	6.6	-0.4%
O=C(Nc1ccccc1N1CCCCC1)C1CCN(S(=O)(=O)c2cccc(C(F)(F)F)c2)CC1	0.1%	nt	nt	-2.3%	nt	-7.0%	-5.2	-9.9	4.1%	-3.0	?
O=C(NCc1cccs1)c1cnc(Cl)c(Cl)c1	0.0%	1.9	4.1%	-0.1%	11.0%	-6.7%	13.1	14.0	0.6%	-2.1	11.5%
O=C(Cn1ncc(Cl)c(Cl)c1=O)NC1CCCCC1	0.0%	nt	nt	-0.2%	nt	-7.6%	20.7	17.0	10µM*	7.3	?
O=C1CN(C(=O)COC(=O)c2ccc(C(F)(F)F)cc2)c2ccccc2N1	-0.1%	nt	nt	4.4%	nt	-10.4%	-1.9	-17.2	10.7%	2.5	?
Cc1cc(C(=O)Nc2ccccc2Cc2ccccc2)no1	-0.1%	nt	0.1%	0.9%	-11.1%	6.4%	-4.5	-8.5	8.1%	-13.1	?
COc1cc(/C=C(/NC(C)=O)C(=O)O)cc(Cl)c1OCc1ccc(Br)cc1	-0.2%	4.2	-0.4%	-0.4%	3.9%	-0.6%	-2.8	-24.7	0.0%	-9.2	18.6%
O=C(c1ccccc1F)N(NC(=O)C(O)(c1ccccc1)c1ccccc1)c1ccccc1	-0.9%	2.8	-12.6%	-0.8%	0.6%	2.9%	3.7	-14.2	8.6%	?	-1.3%

Assay outcomes deposited in PubChem BioAssay by National Center for Advancing Translational Sciences (NCATS).
